Screens as filed in PubChem.
E coli WT exp: E. coli BW25113 growth inhibition, expanded screen | OD600 absorbance | growth inhibition, % at 100 µM | hit rate 0.15% among 98,000 | AID 710;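 active means growth inhibition above about 50% at one test dose, limit read from the data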;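 further: growth measured after 20 h incubation at 37 °C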
PLAP activator: human PLAP activation | activation fold at 20 µM | purified PLAP enzyme, luminescent substrate read-out; active compounds read high | hit rate 1.2% among 96,000 | P05187; in the data active means activation fold above about 2
Target sequence (P05187 whole entry, looked up): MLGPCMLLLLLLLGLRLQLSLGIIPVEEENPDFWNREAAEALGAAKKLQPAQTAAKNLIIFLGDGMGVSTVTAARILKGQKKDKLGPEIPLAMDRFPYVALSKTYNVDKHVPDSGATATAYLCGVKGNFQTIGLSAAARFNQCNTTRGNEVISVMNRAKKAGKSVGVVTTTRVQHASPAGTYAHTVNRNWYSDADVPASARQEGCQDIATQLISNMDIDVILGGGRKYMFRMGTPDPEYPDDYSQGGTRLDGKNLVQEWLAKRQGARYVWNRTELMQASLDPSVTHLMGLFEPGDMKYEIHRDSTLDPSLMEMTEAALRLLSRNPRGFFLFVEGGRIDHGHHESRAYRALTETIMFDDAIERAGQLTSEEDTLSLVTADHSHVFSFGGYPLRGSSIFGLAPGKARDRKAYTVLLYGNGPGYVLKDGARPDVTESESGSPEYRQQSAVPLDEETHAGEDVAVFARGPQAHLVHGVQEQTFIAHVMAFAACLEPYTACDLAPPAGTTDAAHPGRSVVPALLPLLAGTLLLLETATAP
CYP2C19 activ: cytochrome P450 2C19 (human) activation; activation factor at 5 µM; AID 1025; 96,000 tested, under 10 active; recombinant CYP2C19, luciferin-H EGE luminescence; active compounds read high; 0 = fully inhibited enzyme, 1 = untreated enzyme; P33261;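 active means activation factor of at least 2 at 5 µM in the primary screen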;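 further: 0 = wells with 2.5 mM tranylcypromine and 1 = vehicle-only wells; values of inactives mirror those of a sister screen read the other way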
Target sequence (P33261 whole entry, looked up): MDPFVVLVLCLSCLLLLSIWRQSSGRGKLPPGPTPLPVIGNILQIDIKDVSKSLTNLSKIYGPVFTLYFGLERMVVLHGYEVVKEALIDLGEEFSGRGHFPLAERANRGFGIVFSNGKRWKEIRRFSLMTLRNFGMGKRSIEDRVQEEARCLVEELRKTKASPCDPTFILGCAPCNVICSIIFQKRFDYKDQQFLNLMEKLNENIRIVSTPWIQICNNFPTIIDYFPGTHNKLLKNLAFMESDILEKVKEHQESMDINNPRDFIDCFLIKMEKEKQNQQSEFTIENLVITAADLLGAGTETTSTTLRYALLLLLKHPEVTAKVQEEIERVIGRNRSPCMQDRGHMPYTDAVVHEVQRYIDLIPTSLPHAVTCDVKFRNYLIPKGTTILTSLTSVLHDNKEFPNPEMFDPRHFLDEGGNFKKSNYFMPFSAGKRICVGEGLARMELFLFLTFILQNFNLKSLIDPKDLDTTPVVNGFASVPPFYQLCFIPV
Pyk2 oligo antag: blocks oligomerization of human Pyk2 in cells; Q293 cells, Pyk2 FERM NanoBiT luminescence; active compounds read low; z-score (the deposit names both 25 µM and 10 µM); hit rate 0.83% among 99,000; AID 1347419;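 active means Z-score of -3 or lower, scaled per plate to the spread of control and sample wells; inactive means z-score above -3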;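 further: negative z-score means lost luminescence so less FERM oligomerization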
CYP2C19 inhib: inhibitors of human CYP2C19; CYP2C19 Supersomes, luciferin-H EGE luminescence, 30 min; inhibition, % at 5 µM; hit rate 21% among 96,000; AID 778;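 active means CYP2C19 inhibition above a set limit at 5 µM in the primary screen, cut at about 50% in these data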;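 further: plate controls were negative control wells for no effect and 2.5 mM tranylcypromine positive control for full effect; values of inactives mirror those of a sister screen read the other way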
CYP2C9 act: increases human cytochrome P450 2C9 activity; P11712; recombinant CYP2C9, luciferin-H conversion, luminescence; active compounds read high; factor 1 = untreated enzyme, 0 = blocked; activation factor at 5 µM; hit rate 1.4% among 96,000; AID 1024;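 active means activation factor of 2 or more for CYP2C9 at a 5 µM dose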;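 further: 0 = sulfaphenazole-blocked wells and 1 = vehicle-only wells; values of inactives mirror those of a sister screen read the other way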
EphB4 antag: blocks human EphB4 binding to ephrin-B2; P54760; EphB4 LBD / TNYL-RAW-Alexa532 peptide, fluorescence polarization; inhibition, % at 7 µM; hit rate 0.15% among 97,000;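 active means inhibition above the screen-wide mean inhibition plus 3 SD, cut at about 15% in these data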;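 further: 0% = DMSO wells and 100% = excess unlabeled TNYL-RAW peptide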
PostGolgi yeast: growth inhibition of a yeast mutant, post-Golgi transport screen | post-Golgi transport phenotypic cell assay | inhibition, % at 10 µM | AID 739 | hit rate 0.9% among 98,000; in the data active means inhibition above about 30%;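 further: yeast cells grown in 1536-well plates; yeast grown about 18 h at 30C before absorbance read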
CYP2C9 inh: blocks human cytochrome P450 2C9. CYP2C9 Supersomes, luciferin-H conversion, luminescence. inhibition, % at 5 µM. hit rate 20% among 96,000. AID 777;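 active means blocking of liver enzyme CYP2C9 beyond about 50% at 5 µM, limit read from the data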; further: values of inactives mirror those of a sister screen read the other way
The depositor's hits bear a star; x = not tested or not shown.

1. C=CCn1c(SCC(=O)Nc2sccc2C#N)nc2sc(C)c(C)c2c1=O
2. O=C(CN1CCN(S(=O)(=O)c2ccc(F)cc2)CC1)Nc1ccc2c(c1)OCCO2
3. C=C(C)Cn1c(C)cc(C)c(S(=O)(=O)c2ccccc2C)c1=O
4. CC1(C)CC(=O)C(C=NCCN2CCOCC2)=C(O)C1
5. CCC1=Nc2ccccc2NC2=C1C(=O)CCC2
6. CCN1CCCC1CNc1ncnc2c1[nH]c1ccc(Cl)cc12 (stereo not drawn)
7. CCOC(=O)Cc1csc(SCC(=O)Nc2sc3c(c2C(N)=O)CCC3)n1
8. CCOC(=O)CNC(=O)COc1ccc(Cl)cc1Br

entry no.	1	2	3	4	5	6	7	8
E coli WT exp	4	1	-5	0	6	28	-5	4
PLAP activator	0.9	1.1	0.8	1	1.6	2.1*	1.2	0.9
CYP2C19 activ	1.1	0.9	0.8	0.8	0.4	0.8	0.7	0.5
Pyk2 oligo antag	0.53	-0.12	-0.79	0.29	-0.32	1.1	-0.54	0.82
CYP2C19 inhib	-7	6	20	24	63*	18	34	46
CYP2C9 act	0.7	1	0.6	1	1.3	0.7	0.5	0.9
EphB4 antag	6	3	6	-8	-1	2	x	4
PostGolgi yeast	3	-1	-12	9	-36	0	-3	5
CYP2C9 inh	30	2	36	-3	-27	31	50*	12

9. COc1ccc(-c2cc(-c3c(O)c(OC)c4occc4c3OC)[nH]n2)cc1
10. Clc1ccccc1CSc1nc2ccncc2[nH]1
11. CC(=O)Nc1c(C#N)c(C(C)(C)C)cn1C
12. Cc1ccc(-c2nn(CCC#N)cc2C=C(C#N)C#N)cc1
13. CCOc1ccc(S(=O)(=O)N(CC(=O)Nc2cc(C)on2)Cc2ccccc2Cl)cc1
14. CCC(=O)c1c[nH]c(C(=O)NCc2ccco2)c1
15. Cc1ccc(Cl)cc1NC(=O)Cn1cccc1
16. CCC(C)NC(=O)CSc1ncccc1C(=O)O (stereo not drawn)

entry no.	9	10	11	12	13	14	15	16
E coli WT exp	11	14	1	-3	-7	-1	-1	1
PLAP activator	2.3*	2.7*	1.1	1	1.1	1	1	0.9
CYP2C19 activ	0.3	0	1.1	0.9	0.3	0.8	0.8	1
Pyk2 oligo antag	-1.3	x	1	-0.3	-1.7	0.96	-0.42	-0.64
CYP2C19 inhib	70*	99*	-10	9	71*	17	20	-4
CYP2C9 act	0.1	0.7	1.2	1.1	0.2	0.9	0.9	1
EphB4 antag	-7	5	-3	4	-3	-9	-10	1
PostGolgi yeast	16	-2	13	-12	-2	3	24	2
CYP2C9 inh	90*	32	-22	-14	82*	6	6	2

17. Cc1cc(=O)oc2cc(OCC(=O)NCCc3nc4ccccc4[nH]3)ccc12
18. COc1ccc(CNCCSc2nnnn2C)cc1OC
19. Cc1ccc(S(=O)(=O)CCC(=O)OCC(=O)N2CC(=O)Nc3ccccc32)cc1
20. CCC(C)[C@H](NC(=O)NC1CCCc2ccccc21)C(=O)O (stereo partly drawn)
21. O=C(CSc1c[nH]c2ccccc12)N1CCCc2ccccc21
22. Nc1nc(-c2ccco2)nn1C(=O)c1cccnc1
23. COc1ccc(N2C(=O)C(Cl)=C(Nc3c(C)n(C)n(-c4ccccc4)c3=O)C2=O)cc1
24. COc1ccc(NC(=O)c2ccccc2NC(=O)C2CCCO2)cc1 (stereo not drawn)

entry no.	17	18	19	20	21	22	23	24
E coli WT exp	0	-1	0	8	4	-17	4	-3
PLAP activator	1.6	1.1	0.9	1.1	1.3	0.9	1.1	1.1
CYP2C19 activ	0.8	0.9	0.8	0.9	0.5	1.2	0.9	0.5
Pyk2 oligo antag	0.82	0.82	-0.19	1.2	x	-0.1	-0.56	0.09
CYP2C19 inhib	24	12	22	6	50	-22	7	50*
CYP2C9 act	0.5	1.3	0.9	0.7	0.6	1.2	0.8	0.2
EphB4 antag	8	5	-5	-3	-10	x	x	-12
PostGolgi yeast	-3	6	-5	0	5	-3	10	-1
CYP2C9 inh	46	-26	10	28	44	-20	15	80*

25. Cc1ccc(S(=O)(=O)Nc2nncs2)cc1
26. COc1ccccc1NC(=O)C1=C(C)Nc2ncnn2C1c1ccccc1C (stereo not drawn)
27. CCn1nc(C)c(NC(=O)CCCSc2nc(-c3ccco3)cc(C(F)(F)F)n2)c1C
28. CCOC(=O)c1c(N2C(=O)Nc3cc(Cl)c(Cl)cc3N2O)sc2c1CCCCC2
29. COc1ccccc1C(=O)Nc1ccc(C(=O)N2CCCC2)cc1
30. CCCCC(=O)Nc1cccc(-c2nnc(-c3ccccc3)o2)c1
31. O=C(/C=C/Nc1ccccc1)c1ccccc1
32. Cc1cc(=O)n2c(c1C#N)SC1CCCCC12O (stereo not drawn)

entry no.	25	26	27	28	29	30	31	32
E coli WT exp	-2	7	-1	-5	1	-5	3	3
PLAP activator	1	1.2	1.5	1.3	0.9	1.1	0.8	1.1
CYP2C19 activ	1	1.1	0.5	0.8	0.9	0.5	0.5	1
Pyk2 oligo antag	-0.11	-0.09	1.5	-0.8	-1.2	-1.6	-1.1	-0.04
CYP2C19 inhib	0	-12	54*	17	12	52*	55*	5
CYP2C9 act	0.7	1.5	0.2	0.3	1.7	0.3	0.7	1
EphB4 antag	2	-4	-5	1	0	-8	4	11
PostGolgi yeast	-8	-3	9	-6	18	4	-4	-5
CYP2C9 inh	27	-46	81*	70*	-74	75*	34	-2

33. CC(=O)c1ccc(O)c(CO)c1
34. COCc1nnc(NC(=O)CSCc2ccccc2)s1
35. Cc1ccc(N(C(=O)C(F)(F)F)C(C(=O)NC2CCCCC2)c2cccs2)cc1 (stereo not drawn)
36. c1cc(CNc2ccc3c(c2)OCO3)ccn1
37. Cn1cccc1C(=O)NC(=O)COC(=O)CC12CC3CC(CC(C3)C1)C2
38. Cc1ccc(S(=O)(=O)NC(=O)N2CCC(C)CC2)cc1
39. Cn1c(Cc2ccccc2)nnc1SCC(=O)NC1CCCCC1
40. O=C(NC12CC3CC(CC(C3)C1)C2)N1CCC(O)(c2ccc3c(c2)OCO3)CC1

entry no.	33	34	35	36	37	38	39	40
E coli WT exp	-3	3	-16	9	-5	3	5	2
PLAP activator	0.7	1.3	1	1.2	0.9	0.9	1	1
CYP2C19 activ	1.2	0.9	0.7	0.3	1.1	0.9	1.1	0.6
Pyk2 oligo antag	-1.2	0.75	1.4	-0.08	0.74	x	0.32	0.25
CYP2C19 inhib	-18	5	31	71*	-6	6	-7	43
CYP2C9 act	1.1	0.9	0.4	0.4	0.9	0.9	1	1.1
EphB4 antag	5	4	0	3	0	2	3	-7
PostGolgi yeast	-1	12	-2	1	-5	-3	-2	3
CYP2C9 inh	-7	13	55*	63*	10	10	-2	-5

Ordered by heavy-atom count (largest number first): part of the list above.
40. O=C(NC12CC3CC(CC(C3)C1)C2)N1CCC(O)(c2ccc3c(c2)OCO3)CC1
39. Cn1c(Cc2ccccc2)nnc1SCC(=O)NC1CCCCC1
34. COCc1nnc(NC(=O)CSCc2ccccc2)s1

entry no.	40	39	34
E coli WT exp	2	5	3
PLAP activator	1	1	1.3
CYP2C19 activ	0.6	1.1	0.9
Pyk2 oligo antag	0.25	0.32	0.75
CYP2C19 inhib	43	-7	5
CYP2C9 act	1.1	1	0.9
EphB4 antag	-7	3	4
PostGolgi yeast	3	-2	12
CYP2C9 inh	-5	-2	13

Other structures
41. CCn1c(/N=C/c2c[nH]c3ccccc23)nc2ccccc21
42. CCOc1ccc2oc(-c3ccccc3)c(C(=O)N3CCN(C)CC3)c2c1
43. CCCn1c(=N)c(C(=O)NCc2ccc3c(c2)OCO3)cc2c(=O)n3cccc(C)c3nc21
44. Cc1noc(C)c1C(=O)NCCC1=CCCCC1
45. CC1(C)CC(=O)c2cc(OCC(=O)NCCN3CCCc4ccccc43)ccc2O1
46. Cn1c(/N=C/c2cc(Cl)ccc2O)nc2ccccc21
47. Cc1c(Cl)cnc(NC(=O)CSc2nnc(C)n2Cc2ccccc2)c1Cl
48. Cc1ccc(C(=O)N2CCOCC2)cc1Cl

entry no.	41	42	43	44	45	46	47	48
E coli WT exp	3	13	5	9	8	18	8	0
PLAP activator	1.2	1.7	1.4	1.2	1.3	0.9	0.9	1.1
CYP2C19 activ	0.4	0.8	0.9	0.5	0.9	1.1	1	1
Pyk2 oligo antag	-0.1	-0.54	0.06	1.1	0.45	x	0.71	0.25
CYP2C19 inhib	61*	18	10	46	8	-8	4	2
CYP2C9 act	0.1	0.6	0.9	0.7	0.8	1.1	0.8	1.2
EphB4 antag	-1	1	-5	1	-7	-1	4	2
PostGolgi yeast	-2	5	0	9	15	3	6	6
CYP2C9 inh	90*	38	12	31	18	-7	19	-16

49. COC(=O)CN1C(=O)CSc2ncccc21
50. O=C1SC(SCc2ccccc2)=N/C1=C\c1ccco1
51. CCOC(=O)CSc1n[nH]c(NC(=O)c2cccc(C(F)(F)F)c2)n1
52. Cc1ccc2nc(SCC(=O)Nc3cccc([N+](=O)[O-])c3)[nH]c2c1
53. CCCCCc1ccc(S(=O)(=O)NCCc2ccncc2)cc1
54. CC(=O)c1ccc(N2C(=NC(=O)C(C)C)SC3CS(=O)(=O)CC32)cc1 (stereo not drawn)
55. COc1ccc(-n2c(C)nc3cc(C(=O)N4CCOCC4)ccc32)cc1
56. Cc1ccc2cccc(S(=O)(=O)N3CCN(c4ccccc4F)CC3)c2n1

entry no.	49	50	51	52	53	54	55	56
E coli WT exp	4	-1	-4	7	8	4	3	-11
PLAP activator	1	1.1	1	1.2	1.3	x	1.7	x
CYP2C19 activ	1	1	0.6	0.5	0	x	0.8	x
Pyk2 oligo antag	0.1	-0.36	0.99	0.44	-0.36	-0.41	-0.55	-2.8
CYP2C19 inhib	3	-5	41	46	100*	x	18	x
CYP2C9 act	1	0.8	0.6	0.1	0	x	0.8	x
EphB4 antag	-8	1	-6	-7	8	-2	-4	1
PostGolgi yeast	1	-1	-1	15	10	2	-3	-5
CYP2C9 inh	-2	25	38	90*	97*	x	17	x

57. COc1cccc(C2=NO[C@@H]3C(=O)N(c4ccc5c(c4)OCCO5)C(=O)[C@H]23)c1OC
58. COc1ccc(-c2nc(N)nc(C)c2Oc2ccccc2Br)c(O)c1
59. COC(=O)c1c(-c2ccccc2)csc1NC(=O)CSc1ncnc2sc(C)c(C)c12
60. Cc1ccc2nsnc2c1N(S(C)(=O)=O)S(C)(=O)=O
61. CN(Cc1ccccc1)C(=O)Cn1c(=O)oc2cc(S(=O)(=O)N3CCCC3)ccc21
62. Cc1nn2cc(-c3ccc(Cl)cc3)nc2s1
63. c1ccc2c(Cn3ccnc3)c[nH]c2c1
64. CCOC(=O)c1nc(C)n(-c2ccc(Cl)cc2Cl)n1

entry no.	57	58	59	60	61	62	63	64
E coli WT exp	-1	5	-18	3	0	-3	11	8
PLAP activator	1.3	1.5	1	1	0.9	0.8	0.9	1.1
CYP2C19 activ	1	0.1	0.8	0.4	1	0.9	0.1	0.8
Pyk2 oligo antag	1.1	-0.73	-0.32	-0.44	x	-0.26	0.1	-0.31
CYP2C19 inhib	2	85*	16	63*	-1	12	86*	16
CYP2C9 act	0.9	0.1	0.3	0.8	0.3	0.9	0.2	1
EphB4 antag	-1	3	-10	x	11	0	1	-10
PostGolgi yeast	-1	56*	7	-5	1	11	-8	5
CYP2C9 inh	13	94*	71*	21	65*	13	84*	-1

65. CCOc1cc(/C=N/NC(=O)CNc2cccc(C)c2)ccc1OC(=O)c1ccccc1
66. O=C1/C(=C/Nc2ccc3c(c2)OCO3)CCc2ccccc21
67. Cc1ccc(-c2c(C(=O)N3CCOCC3)oc(=O)c3ccccc23)cc1
68. Nc1ccc(C(=O)Nc2ccc3nc(-c4cccnc4)[nH]c3c2)cc1

entry no.	65	66	67	68
E coli WT exp	-11	-9	0	5
PLAP activator	1	0.5	1.5	0.9
CYP2C19 activ	0.9	0.6	0.8	0.9
Pyk2 oligo antag	-1.1	-1.1	x	-0.01
CYP2C19 inhib	13	44	21	6
CYP2C9 act	0.6	0.5	0.8	0.9
EphB4 antag	8	-1	-1	0
PostGolgi yeast	1	0	-2	-5
CYP2C9 inh	40	48	22	11
